# PAFAH1B3 FP inh: inhibitors of human PAFAH1B3 | hit rate 0.28% among 340,000 | AID 492972 | inhibition, % at 3.39 µM | Q15102 | recombinant PAFAH1B3, FP-rhodamine probe, fluorescence polarization;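 active means inhibition above the screen-wide average of all tested compounds plus 3 SD, cut at about 25% in these data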;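 further: 0% = enzyme with DMSO only and 100% = wells lacking PAFAH1B3 protein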
# Target sequence (Q15102 whole entry, looked up): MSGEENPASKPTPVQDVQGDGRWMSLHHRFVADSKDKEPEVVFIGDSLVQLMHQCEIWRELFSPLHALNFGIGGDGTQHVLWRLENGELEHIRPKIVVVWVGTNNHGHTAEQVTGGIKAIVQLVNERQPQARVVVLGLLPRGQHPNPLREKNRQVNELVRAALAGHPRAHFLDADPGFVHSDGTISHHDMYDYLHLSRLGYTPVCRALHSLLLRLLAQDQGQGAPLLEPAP
# PAFAH2 inh: inhibitors of human PAFAH2. recombinant PAFAH2, FP-rhodamine activity probe, fluorescence polarization. inhibition, % at 3.39 µM. hit rate 0.99% among 340,000;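 active means inhibition above the mean over all tested compounds plus 3 SD, cut at about 30% in these data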;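 further: inhibitors block probe labeling of enzyme so polarization drops; 0% = enzyme with DMSO and 100% = wells lacking PAFAH2 protein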
# GSTO1 inh: GSTO1 inhibition, counter-screen for RBBP9 inhibitors; hit rate 1.1% among 300,000; recombinant GSTO1, activity-based probe fluorescence polarization; inhibition, % at 5.96 µM; AID 1974;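 active means inhibition above the campaign mean inhibition plus 3 SD, cut at about 35% in these data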;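 further: 0% = GSTO1-1 with DMSO and 100% = wells lacking GSTO1-1 enzyme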
# Fam108B counter: blocks mouse Fam108B hydrolase in RBBP9 counter-screen; hit rate 0.33% among 300,000; inhibition, % at 9.51 µM; AID 1947; recombinant Fam108B, FP-Rh probe fluorescence polarization;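 active means inhibition above the screen mean inhibition plus 3 SD, computed separately per campaign, cut at about 18% in these data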;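 further: inhibitors lower polarization as less probe binds the enzyme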
# PAFAH1B2 FP inh: PAFAH1B2 (human) inhibition; P68402; recombinant PAFAH1B2, FP-rhodamine activity probe, fluorescence polarization; inhibition, % at 3.39 µM; hit rate 1.2% among 340,000; AID 492953;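 active means inhibition above the mean of all tested compounds plus 3 SD, cut at about 24% in these data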;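 further: 0% = enzyme with DMSO and 100% = wells lacking PAFAH1B2; many of its hits are not listed in these tables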
# Target sequence (P68402 whole entry, looked up): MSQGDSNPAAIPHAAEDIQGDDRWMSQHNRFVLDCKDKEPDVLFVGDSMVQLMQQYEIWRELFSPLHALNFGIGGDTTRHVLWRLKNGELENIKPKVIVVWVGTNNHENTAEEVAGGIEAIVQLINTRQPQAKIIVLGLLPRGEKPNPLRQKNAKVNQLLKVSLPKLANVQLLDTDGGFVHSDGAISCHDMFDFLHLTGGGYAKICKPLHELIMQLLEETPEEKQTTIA
# LYPLA1 counter: LYPLA1 (human) inhibition in PME1 counter-screen | AID 2174 | O75608 | hit rate 0.16% among 320,000 | inhibition, % at 5.9 µM | recombinant LYPLA1, FP-Rh probe fluorescence polarization;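 active means inhibition above the mean of all tested compounds plus 3 SD, set per campaign, cut at about 14% in these data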;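 further: inhibitors block serine hydrolase probe labeling of LYPLA1 so polarization falls; 0% = enzyme with DMSO and 100% = wells lacking LYPLA1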
# Target sequence (O75608 whole entry, looked up): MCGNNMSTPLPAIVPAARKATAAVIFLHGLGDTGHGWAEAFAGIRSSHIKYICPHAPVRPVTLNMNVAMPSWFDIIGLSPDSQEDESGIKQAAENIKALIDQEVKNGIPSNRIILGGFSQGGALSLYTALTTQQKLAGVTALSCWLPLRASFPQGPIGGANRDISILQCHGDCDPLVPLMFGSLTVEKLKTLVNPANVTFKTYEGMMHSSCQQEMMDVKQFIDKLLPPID
# pPAFAH FP inh: pPAFAH (human) enzyme inhibition | Q13093 | recombinant pPAFAH, FP-rhodamine probe fluorescence polarization | inhibition, % at 3.39 µM | hit rate 1.5% among 330,000;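 active means inhibition above the mean inhibition across the screen plus 3 SD, cut at about 25% in these data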;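 further: inhibitors block binding of the rhodamine activity-based probe so polarization drops; 0% = enzyme with DMSO and 100% = wells lacking pPAFAH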
# PME-1 inh: blocks human protein phosphatase methylesterase 1. Q9Y570. recombinant PME-1, FP-Rh probe fluorescence polarization. inhibition, % at 5.9 µM. hit rate 0.53% among 320,000. AID 2130;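 active means inhibition above the campaign mean of all compounds plus 3 SD, cut at about 26% in these data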;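 further: competitive labeling of PME-1 active site by serine hydrolase directed probe; 0% = PME-1 with DMSO and 100% = wells lacking PME-1 enzyme; inhibitors block probe labeling so polarization falls and inhibition rises; many of its hits are not listed in these tables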
# Target sequence (Q9Y570 whole entry, looked up): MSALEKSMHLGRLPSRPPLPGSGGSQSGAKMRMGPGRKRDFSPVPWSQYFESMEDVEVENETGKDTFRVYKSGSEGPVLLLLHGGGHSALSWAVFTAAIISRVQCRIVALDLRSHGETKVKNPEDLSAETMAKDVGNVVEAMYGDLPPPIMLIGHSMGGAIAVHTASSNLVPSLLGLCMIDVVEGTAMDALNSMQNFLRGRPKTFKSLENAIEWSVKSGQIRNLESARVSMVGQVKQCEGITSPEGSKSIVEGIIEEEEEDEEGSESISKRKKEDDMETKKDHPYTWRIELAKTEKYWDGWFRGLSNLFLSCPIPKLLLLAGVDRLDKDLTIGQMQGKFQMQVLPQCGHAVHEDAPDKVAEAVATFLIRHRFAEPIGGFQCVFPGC
# PAD4 inh: inhibitors of human PAD4; Q9UM07; recombinant PAD4, RCA probe fluorescence polarization; inhibition, % at 6.36 µM; hit rate 0.41% among 330,000; AID 485272;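 active means percent inhibition above a cutoff equal to the mean of all tested compounds plus 3 SD, cut at about 15% in these data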;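 further: 0% = PAD4 with RCA probe and DMSO and 100% = probe without PAD4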
# Starred values were filed as active, the others as inactive; / = not tested or not shown. Some of the compounds tested; the hit share may differ from the screen's.
SMILES,PAFAH1B3 FP inh,PAFAH2 inh,GSTO1 inh,Fam108B counter,PAFAH1B2 FP inh,LYPLA1 counter,pPAFAH FP inh,PME-1 inh,PAD4 inh
CCOC(=O)Nc1ccc(NC(=O)c2ccccc2F)cc1,3,4,4,7,5,0,0,-3,-4
Cc1ccc(Cl)cc1N1CCN(C(=O)c2noc(C)c2[N+](=O)[O-])CC1,10,3,9,-2,3,0,3,-1,-4
COc1ccc(-c2nn(-c3ccccc3)cc2C(=O)NC(=S)Nc2cc(Cl)ccc2Cl)cc1,-3,-9,-7,-4,-4,-4,2,-2,-2
C=CCn1c(SCc2nc3ccccc3c(=O)[nH]2)nc2sc3c(c2c1=O)CCCC3,/,/,1,-4,/,-4,-1,-1,-3
COC(=O)C(CC(C)C)NC(=O)c1ccc([N+](=O)[O-])c(C)c1 (centres undefined),6,-1,13,6,8,1,4,1,3
COc1ccc(-c2c(-c3ccsc3)oc(=O)c3cc(OC)c(OC)cc23)cc1,6,2,/,/,-4,1,3,3,-3
Cc1cccc(OCC(=O)Nc2ccncc2)c1,8,6,5,1,6,1,8,1,2
COC(=O)c1ccc(/C=N/N2CCN(Cc3ccccc3Cl)CC2)cc1,1,0,12,-1,2,1,0,1,5
ON=C1c2cc(OCCN3CCCCC3)ccc2-c2ccc(OCCN3CCCCC3)cc21,-3,-3,15,-3,1,-2,-7,-1,-1
Cc1nc(Nc2c(Cl)cccc2Cl)sc1C(=O)Nc1ccccc1,0,0,-3,1,2,-2,5,3,3
C/C(=N\NC(=O)c1ccc(CSc2nncn2C)cc1)c1ccc2ccccc2c1,0,0,1,-2,5,-3,4,-2,6
Cn1c(=O)n(C)c2cc(S(=O)(=O)Nc3ccccc3C(=O)O)ccc21,6,-2,2,0,0,2,-3,6,-1
COc1cccc(CC(=O)Nc2nc(-c3cccnc3)cs2)c1,-4,8,-6,-3,-1,0,2,0,0
Cc1c(C(C)CCCO)oc(=O)c2c1Oc1c(C)c(C(C)C[C@H](C)O)oc(=O)c1C2 (some centres undefined),-1,1,/,/,1,0,1,-2,2
O=[N+]([O-])c1cc(C(F)(F)F)cc([N+](=O)[O-])c1NCc1cccnc1,5,3,-1,3,9,-1,1,5,0
C[C@H]1C=C(C(=O)O)O[C@@H](OCc2ccc(CO)cc2)C1,4,1,0,1,-2,-4,5,0,2
O=C(N/N=C/C=C/c1ccccc1)c1cccs1,-7,8,-1,6,2,-1,6,-7,-7
Cc1ccccc1C(=O)Nc1ccc(O)cc1C(=O)O,7,-7,-6,4,-2,-5,-2,1,1
Cc1c(C)c2ccc(OCC(=O)NC3CCN(Cc4ccccc4)CC3)cc2oc1=O,8,2,7,2,2,-3,1,-2,-1
N#Cc1cccnc1N1CCN(C(=O)COCC(=O)O)CC1,6,-2,-5,-3,1,-4,6,-6,0
COc1ccc(NC(=O)c2scc(S(=O)(=O)C(C)C)c2N)cc1,8,-7,-2,0,-5,4,-1,4,-7
CC1CCN(C(=O)CS(=O)(=O)Cc2ccccc2)CC1,10,2,10,5,5,1,10,-2,0
O=C1OCCN1C(=O)[C@H]1[C@H](c2ccc(Cl)cc2)C(c2ccccc2)=NN1c1ccc(Br)cc1,7,4,/,/,2,/,2,/,0
CS(=O)(=O)N1CCN=C1SCc1cccc(F)c1,2,4,1,3,3,-2,4,-3,3
CCC1CCc2c(sc(NC(=O)c3cnccn3)c2C(N)=O)C1 (centres undefined),10,6,0,1,6,1,1,-1,0
Cc1ccc(-c2noc(-c3cccs3)n2)cc1,10,9,0,-3,-6,-2,4,-2,-1
CC(C)(C)NC(=O)CSc1nncn1-c1ccccc1,8,5,9,1,2,-2,0,0,-4
Brc1ccc(OCCN2CCOCC2)cc1,5,3,0,-1,5,0,5,1,-2
CCOC(=O)Cn1c(=O)oc2cc(S(=O)(=O)NCc3ccccn3)ccc21,7,1,0,0,-3,-2,1,5,4
Cc1ccc(Nc2nc(-c3ccc(S(=O)(=O)N4CCOCC4)cc3)cs2)cc1,3,-1,12,2,5,-4,13,-2,1
COC(=O)Cc1ccc(NC(=S)NCc2cccc(OC)c2)cc1,2,6,4,-1,5,-4,2,3,-1
CC(=O)Nc1ccc2c(c1)CCCC2,-4,-10,16,0,8,0,1,-1,8
Cc1ccc(-c2nc3ccccc3c(=O)n2NC(=O)COc2ccccc2)cc1,2,-7,6,4,18,3,1,-1,-1
Cn1nnc2c(NCc3ccco3)nccc21,-5,-23,2,0,2,-5,-4,-3,-15
O=C(NNC(=O)c1cc(-c2ccncc2)nc2ccccc12)c1ccccc1O,15,0,10,4,7,3,8,-6,-4
CCOCCCNS(=O)(=O)c1ccc2c(c1)CCN2C(=O)CC,6,-4,-1,-3,4,1,7,-2,-3

# Arranged by molar mass (low to high): part of the list above
SMILES,PAFAH1B3 FP inh,PAFAH2 inh,GSTO1 inh,Fam108B counter,PAFAH1B2 FP inh,LYPLA1 counter,pPAFAH FP inh,PME-1 inh,PAD4 inh
CC(=O)Nc1ccc2c(c1)CCCC2,-4,-10,16,0,8,0,1,-1,8
Cn1nnc2c(NCc3ccco3)nccc21,-5,-23,2,0,2,-5,-4,-3,-15
Cc1ccc(-c2noc(-c3cccs3)n2)cc1,10,9,0,-3,-6,-2,4,-2,-1
Cc1ccccc1C(=O)Nc1ccc(O)cc1C(=O)O,7,-7,-6,4,-2,-5,-2,1,1
Brc1ccc(OCCN2CCOCC2)cc1,5,3,0,-1,5,0,5,1,-2
CS(=O)(=O)N1CCN=C1SCc1cccc(F)c1,2,4,1,3,3,-2,4,-3,3
CC(C)(C)NC(=O)CSc1nncn1-c1ccccc1,8,5,9,1,2,-2,0,0,-4
CC1CCN(C(=O)CS(=O)(=O)Cc2ccccc2)CC1,10,2,10,5,5,1,10,-2,0
N#Cc1cccnc1N1CCN(C(=O)COCC(=O)O)CC1,6,-2,-5,-3,1,-4,6,-6,0
CCC1CCc2c(sc(NC(=O)c3cnccn3)c2C(N)=O)C1 (centres undefined),10,6,0,1,6,1,1,-1,0
CCOCCCNS(=O)(=O)c1ccc2c(c1)CCN2C(=O)CC,6,-4,-1,-3,4,1,7,-2,-3
COC(=O)Cc1ccc(NC(=S)NCc2cccc(OC)c2)cc1,2,6,4,-1,5,-4,2,3,-1
COc1ccc(NC(=O)c2scc(S(=O)(=O)C(C)C)c2N)cc1,8,-7,-2,0,-5,4,-1,4,-7
O=C(NNC(=O)c1cc(-c2ccncc2)nc2ccccc12)c1ccccc1O,15,0,10,4,7,3,8,-6,-4
Cc1ccc(-c2nc3ccccc3c(=O)n2NC(=O)COc2ccccc2)cc1,2,-7,6,4,18,3,1,-1,-1
Cc1ccc(Nc2nc(-c3ccc(S(=O)(=O)N4CCOCC4)cc3)cs2)cc1,3,-1,12,2,5,-4,13,-2,1
Cc1c(C)c2ccc(OCC(=O)NC3CCN(Cc4ccccc4)CC3)cc2oc1=O,8,2,7,2,2,-3,1,-2,-1

# Next part:
SMILES,PAFAH1B3 FP inh,PAFAH2 inh,GSTO1 inh,Fam108B counter,PAFAH1B2 FP inh,LYPLA1 counter,pPAFAH FP inh,PME-1 inh,PAD4 inh
CCOc1ccccc1N1CCN(Cc2cc3c(cc2[N+](=O)[O-])OCO3)CC1,8,1,5,0,5,-2,4,0,6
COc1ccc(CN(C)C(c2ccccc2)c2nnnn2-c2ccccc2C)c(OC)c1C (centres undefined),2,-3,6,8,1,1,7,-4,-11
Cc1cccc(COCC(Cc2ccccc2)N2CCN(C(=O)c3ccc(Cl)c(Cl)c3)CCC2=O)c1 (centres undefined),6,4,3,5,2,-3,0,10,-3
COc1cccc(-c2cnc(NCc3cc(Cl)ccc3O)n2C)c1,2,0,1,5,3,2,10,10,-1
O=C(CNC(=O)c1cccnc1)N/N=C/c1ccc(O)cc1O,10,5,3,2,3,0,-1,-3,-1
CCOc1ccccc1N1CCN(S(=O)(=O)c2cc(C)ccc2OC)CC1,12,10,-3,2,6,-7,4,1,7
C=CC[n+]1c(C)csc1Nc1ccc(C)cc1,2,1,-1,-2,3,0,2,-2,4
O=C(c1c(F)c(F)c(F)c(F)c1F)N1CCc2ccccc21,10,5,-3,6,-1,0,-1,-1,0
Cn1nnnc1SCC(=O)NCCCc1ccccc1,-6,1,1,2,7,1,7,-1,0
COc1ccc(NC(=O)C/C(C)=N/NC(=O)c2cnccn2)c(OC)c1,3,7,5,4,7,-3,0,2,0
CCOC(=O)N1CCC(NC(=O)C2CCCN(S(C)(=O)=O)C2)CC1 (centres undefined),6,-13,0,-1,2,0,-1,2,0
COc1cc(-c2nc(-c3cccc(C)c3)no2)cc(OC)c1OC,-10,-9,-1,1,4,-2,5,1,2

# Arranged by the number under PAFAH1B2 FP inh (descending): some entries from above
molecule | PAFAH1B2 FP inh
COc1cc(-c2nc(-c3cccc(C)c3)no2)cc(OC)c1OC | 4
O=C1OCCN1C(=O)[C@H]1[C@H](c2ccc(Cl)cc2)C(c2ccccc2)=NN1c1ccc(Br)cc1 | 2
COc1cccc(CC(=O)Nc2nc(-c3cccnc3)cs2)c1 | -1

# Later entries:
SMILES,PAFAH1B3 FP inh,PAFAH2 inh,GSTO1 inh,Fam108B counter,PAFAH1B2 FP inh,LYPLA1 counter,pPAFAH FP inh,PME-1 inh,PAD4 inh
C/C(=N\NC(=O)CNC(=O)c1cccnc1)c1cccc(O)c1,10,-11,2,-2,-5,1,-6,-8,2
COc1cc(/C=N/NC(N)=O)ccc1OC(=O)c1cccs1,1,1,14,-1,1,5,9,6,1
CS(=O)(=O)N(CC(=O)NCc1cccnc1)C1CCCCC1,1,-7,2,-2,6,-1,2,-3,2
NCCOc1ccccc1Cc1ccccc1,8,2,11,-3,5,-3,3,-1,5
CCN(CC)C(=O)COc1ccc2oc(C)c(C(=O)OC(C)C)c2c1,9,1,4,2,1,0,7,3,1
COC(=O)c1ccc(Cl)cc1NC(=O)/C=C/c1ccc(C)o1,0,0,-1,-1,0,-4,3,-7,-3
O=c1oc2cc(Cl)ccc2n1CSc1nc2ccccc2s1,7,2,2,0,6,-8,-1,3,-4
COc1ccc(-c2nn(-c3ccccc3)cc2/C=N/NC(=S)NC(C)C)cc1OC,1,-10,-3,-10,-4,-15,6,-14,-3
Cc1ccc(C(=O)NNC(=O)CSc2nnc(C(C)C)n2C)cc1,1,-5,3,-2,0,-3,-4,1,-2
COc1cc(NC(=O)CN2CCC(C)CC2)c(C)cc1[N+](=O)[O-],-2,0,5,2,4,-4,1,-9,-3
COc1cccc(-c2nc(CS(=O)(=O)CC(=O)NC3CC3)c(C)o2)c1,3,4,5,3,-1,-3,2,3,3
COc1cccc(NC(=O)N2CCc3ccccc3C2)c1,11,-1,-5,3,3,-1,0,3,0
COc1ccc(CN(Cc2nc3ccccc3c(=O)[nH]2)C(=O)NC2CCCCC2)cc1,10,2,-1,1,3,-2,1,7,-7
C[C@H](CO)N1C[C@H](C)[C@@H](CN(C)C)Oc2c(NC(=O)C3CC3)cccc2C1=O,7,-1,/,/,11,/,-3,/,-2
CCCCN(C)C(=O)C1CCC(CNS(=O)(=O)c2ccc3c(c2)CC(C)N3C(C)=O)CC1 (centres undefined),0,-4,15,2,0,6,7,7,0
CCn1c(-c2sc(-c3ccccc3)nc2C)n[nH]c1=S,7,4,-1,1,4,0,2,2,8
CC(C)Oc1cccc(C(=O)NC(=S)Nc2cccnc2)c1,12,3,5,0,1,3,0,8,4

# High-throughput results from PubChem BioAssay.
